# Source: PubChem (Sanford-Burnham Center for Chemical Genomics)
# HKDC1 inhibitor: blocks human hexokinase HKDC1 activity. recombinant HKDC1, G6PDH/diaphorase resazurin coupled fluorescence. inhibition, % at 20 µM. 340,000 compounds, 0.16% hits. AID 493160;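 active = inhibition above about 35% when tested at 20 µM, limit read from the data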;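 note: plate controls were DMSO wells with enzyme for no effect and DMSO wells lacking enzyme for full effect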
# Target sequence (Q2TB90 whole entry, looked up): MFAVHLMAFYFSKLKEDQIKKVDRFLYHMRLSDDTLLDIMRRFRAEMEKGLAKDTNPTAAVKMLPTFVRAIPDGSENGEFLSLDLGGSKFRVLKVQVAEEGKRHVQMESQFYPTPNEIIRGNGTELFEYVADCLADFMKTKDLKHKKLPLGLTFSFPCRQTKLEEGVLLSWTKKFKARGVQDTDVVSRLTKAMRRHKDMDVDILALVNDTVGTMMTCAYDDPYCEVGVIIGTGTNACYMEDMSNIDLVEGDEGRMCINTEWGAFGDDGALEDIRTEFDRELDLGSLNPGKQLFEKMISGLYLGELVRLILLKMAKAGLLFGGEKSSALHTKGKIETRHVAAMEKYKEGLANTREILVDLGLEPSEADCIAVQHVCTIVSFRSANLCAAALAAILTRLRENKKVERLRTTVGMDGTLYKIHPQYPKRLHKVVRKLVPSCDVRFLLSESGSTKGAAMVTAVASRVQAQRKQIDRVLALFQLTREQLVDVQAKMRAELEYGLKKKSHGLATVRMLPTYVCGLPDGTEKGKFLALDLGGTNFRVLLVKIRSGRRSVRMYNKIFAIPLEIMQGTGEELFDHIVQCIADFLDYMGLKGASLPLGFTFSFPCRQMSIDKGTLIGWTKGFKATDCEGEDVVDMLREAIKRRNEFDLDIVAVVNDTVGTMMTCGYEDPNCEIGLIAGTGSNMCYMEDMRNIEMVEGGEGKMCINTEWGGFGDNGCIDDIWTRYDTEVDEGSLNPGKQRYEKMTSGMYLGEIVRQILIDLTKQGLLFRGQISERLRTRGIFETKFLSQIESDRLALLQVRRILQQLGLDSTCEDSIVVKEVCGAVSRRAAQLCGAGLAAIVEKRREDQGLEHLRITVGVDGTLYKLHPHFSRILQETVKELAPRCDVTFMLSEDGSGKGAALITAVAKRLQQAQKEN
#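 Assay system – recombinant HKDC1 (HK5) hexokinase enzyme, produced in-house · Input – HKDC1 at 5 µg/mL · Reagent – glucose plus 1 mM ATP as hexokinase substrates · Timing – 90 min reaction incubation at room temperature, dark · Measured by – G6PDH/diaphorase-coupled fluorescence, 1 mM NADP, 100 µM resazurin, 525/613 nm · Benchmarks – DMSO-enzyme wells negative, buffer-substituted wells positive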
# Jurkat NFkB inh: lowers PMA/ionomycin-induced NF-kB signal in Jurkat cells. PMA/ionomycin-induced NF-kB luciferase reporter, luminescence. inhibition, % at 4 µM. 330,000 compounds, 0.53% hits. AID 435003
# 697 NFkB inh: lowers PMA/ionomycin-induced NF-kB signal in 697 B cells; 697 B-cell NF-kB luciferase reporter, 16 h; inhibition, % at 4 µM; 330,000 compounds, 0.33% hits; in the data active = inhibition above about 35%
# Gli-Sufu antag: blocks Gli-Sufu signaling in a luciferase reporter | Sufu-KO-LIGHT fibroblasts, Gli luciferase reporter luminescence | inhibition, % at 5 µM | 340,000 compounds, 0.74% hits | AID 588413;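 active = inhibition above about 55%, limit read from the data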;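 note: 0% = DMSO-treated cells and 100% = wells with medium but no cells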
# SENP8 inh: inhibitors of human SENP8 protease | inhibition, % at 10 µM | 330,000 compounds, 1.2% hits | purified SENP8, Z-RLRGG-aminoluciferin cleavage, luminescence | Q96LD8
# UBC13 inh: blocks human UBC13 polyubiquitin chain formation; TR-FRET; P61088; inhibition, % at 20 µM; 330,000 compounds, 0.47% hits; in the data active = inhibition above about 45%, passing the limit was not always enough
# Target sequence (P61088 whole entry, looked up): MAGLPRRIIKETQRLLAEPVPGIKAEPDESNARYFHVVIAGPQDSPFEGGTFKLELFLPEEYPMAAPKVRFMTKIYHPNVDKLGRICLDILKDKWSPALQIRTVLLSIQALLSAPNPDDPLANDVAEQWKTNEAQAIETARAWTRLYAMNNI
# SENP7 inh: inhibitors of human SENP7 protease | Q9BQF6 | recombinant SENP7, Z-RLRGG-aminoluciferin luminescence, 40 min | inhibition, % at 5 µM | 330,000 compounds, 1.5% hits | AID 434973;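 active = inhibition above about 50% at the single test dose, limit read from the data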;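 note: plate controls were DMSO with enzyme for no effect and no enzyme buffer wells for full effect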
# Apaf-1 inh: inhibitors of human Apaf-1 apoptosome. reconstituted apoptosome caspase-3 activity, DEVD-Rh110 fluorescence. O14727. 330,000 compounds, 0.71% hits. inhibition, % at 20 µM; active = inhibition of at least 40% at 20 µM;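 note: plate controls were DMSO wells for no effect and DEVD-CHO caspase inhibitor wells for full effect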
#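 Material: reconstituted apoptosome with Apaf-1, cytochrome c, caspase-9, procaspase-3, dATP; medium: pH 7.5 Hepes buffer with CHAPS, BSA, DTT; also added: cytochrome c and DEVD-Rh110 substrate; timing: 30 min plus 50 min, RT; signal: Rh110 fluorescence intensity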
# An asterisk follows results filed as active; · = not tested or not shown. Cut-off read from the data, not from the text of the source, unless noted: active = inhibition above about 50%; inactive = the rest.
SMILES,HKDC1 inhibitor,Jurkat NFkB inh,697 NFkB inh,Gli-Sufu antag,SENP8 inh,UBC13 inh,SENP7 inh,Apaf-1 inh
O=C(NCC1CCCO1)C1c2ccccc2C(=O)N1C1CCCCCCC1 (configuration not stated),-5.0,-0.4,10.0,-15.5,-1.4,3.0,-2.0,-0.7
CC(Sc1ccsc1[N+](=O)[O-])C(=O)NCCc1ccc(Cl)cc1 (configuration not stated),3.2,-2.1,6.0,-0.6,5.0,6.9,-1.5,6.8
O=C(NNc1nc2ccccc2s1)C1CC1,-13.4,2.0,-7.4,-2.7,0.1,-9.0,0.6,-10.3
COc1nc(N(c2ccccc2)c2ccccc2)nc(-n2ccnc2)n1,-0.2,8.0,-0.1,3.3,-1.8,2.3,11.9,5.2
Cc1cccc(N(C)C(=S)Oc2ccc3ccccc3c2)c1,5.3,-2.9,15.2,-7.5,10.3,1.8,-4.4,0.8
CCOC(=O)C1=C(CS(=O)(=O)c2ccc(C)cc2)NC(=O)NC1c1cc(OC)c(OC)c(OC)c1 (configuration not stated),-3.1,-0.7,8.3,-10.9,-8.2,-10.6,-6.9,1.5
CCC(C)[C@H](NC(=O)Nc1ccc(C)cc1C)C(=O)O (some centres not stated),-5.7,7.4,22.5,0.6,-5.1,6.4,-5.0,-4.8
COc1ccccc1C1C(C#N)=C(N)N(N(C)C)C2=C1C(=O)CC(C)(C)C2 (configuration not stated),-5.5,8.4,-1.5,·,-0.5,3.9,-3.0,-3.1
CCC1CCCCN1C(=O)c1cc(-c2ccc(Cl)c(Cl)c2)on1 (configuration not stated),-1.2,-54.6,-46.0,-37.6,-14.3,9.6,-3.4,21.5
COCc1nnc(NC(=O)c2cc3ccccc3o2)s1,0.8,3.0,-35.6,-43.9,2.0,-1.1,-3.2,-0.2
Cc1ccc(C2(O)CN(c3ccccc3C)C3=[N+]2CCS3)cc1 (configuration not stated),-3.4,6.2,-15.9,-16.0,-0.5,8.7,-3.8,13.6
CCOC(=O)c1cnc(SCC(=O)N2CCN(C(=O)c3ccco3)CC2)nc1N,-4.1,2.1,15.9,2.0,1.4,4.5,7.4,-93.1
CSc1ccccc1C(=O)N1CCc2ccccc2C1,-2.0,-28.1,-2.8,0.2,-6.5,-12.0,-4.4,10.3
CC(C)CCn1c(Br)nc2c1c(=O)n(CC(N)=O)c(=O)n2C,-7.0,-5.1,-22.9,1.8,3.9,-2.6,7.9,6.6
COCCCNC(=S)Nc1cccc(SC)c1,-1.8,-7.5,-17.7,3.1,-6.5,5.1,-1.8,-5.5
O=C(Cn1nc(C(F)F)cc1C(F)F)NNC(=S)Nc1ccc(F)cc1,-1.4,-15.9,9.8,-7.8,-7.9,-16.6,-6.9,2.9
COc1cc(C(=O)Nc2scc(-c3ccc(C)cc3)c2C(=O)O)cc(OC)c1OC,4.7,-20.5,12.1,-3.9,0.1,-10.2,-8.8,14.2
Clc1ccc(-c2cn3cc(Cl)ccc3n2)cc1,0.1,-104.2,-312.5,-110.7,69.2*,-0.7,93.4*,0.2
O=C(CSc1n[nH]c(-c2ccc(Cl)cc2Cl)n1)Nc1ccccn1,9.3,-10.9,-15.9,8.9,-0.8,-4.0,13.4,20.2
C/C(=N\OCC(=O)N/N=C/c1ccc(C)cc1O)c1cccs1,-10.1,-23.0,-41.5,-4.5,-3.3,-13.1,-6.8,30.5
Oc1ccc(C(=S)N2CCN(c3cccc(Cl)c3)CC2)cc1,1.3,10.5,-25.6,4.8,-6.4,-14.6,7.9,-1.0
COc1ccc(CC(=O)N2CCC(n3nccc3NC(=O)C3CC3)CC2)cc1,6.0,-14.2,3.6,-9.2,-2.6,9.0,-4.1,-6.2
CCOC(=O)N1CCN(c2c(N3CCOCC3)c(=O)c2=O)CC1,-1.1,7.4,3.3,-3.0,0.2,-1.7,3.5,5.0
CCSc1ccccc1C(=O)N1CCC2(CC1)CC(=O)c1ccccc1O2,0.1,7.9,-12.0,-10.9,-0.2,5.5,-4.6,19.0
CCCCN(C)C(=O)CCC(=O)Nc1ccc2nc(N3CCOCC3)cc(C)c2c1,11.5,-24.7,-36.6,-17.3,2.7,-3.7,-1.2,9.8
Cc1ccc(C(=O)Nc2cc(Cl)ccc2-n2cncn2)s1,-4.9,-13.2,0.9,1.1,-9.0,-3.6,13.2,6.3
CN(Cc1cc([N+](=O)[O-])ccc1Cl)C(=O)C[n+]1ccccc1,-0.8,-20.3,-3.6,-16.1,-4.5,0.0,-5.7,7.9
CC1CCN(CCC(=O)Nc2ccc(Br)cc2)CC1,3.9,0.0,12.4,0.2,2.2,10.0,-6.2,-11.1
Cc1cccc(Nc2ncnc3ccccc23)c1,-2.0,-27.9,-45.9,-2.6,-8.2,8.8,0.2,-4.1
COc1cc(OC)cc(C(=O)NNC(=O)c2ccc(S(=O)(=O)N(C)c3ccccc3OC)cc2)c1,1.6,-0.5,-2.3,7.3,4.0,6.0,2.7,-12.9
C[C@@H](NC(=O)C(=O)c1c[nH]c2ccccc12)c1ccccc1,-3.8,3.5,-12.2,-2.4,-7.1,11.5,-1.7,2.8
O=C1CC(NNc2ccccc2)C(=O)N1c1ccccc1 (configuration not stated),-9.3,6.0,-2.8,-0.4,-6.2,6.0,6.7,-1.5
O=C(CN1CCN(c2ccccc2F)CC1)c1c[nH]c2ccc(F)cc12,-4.2,9.0,16.9,7.8,1.3,0.3,6.7,13.8
COc1ccccc1NC(=O)CCCc1c[nH]c2ccccc12,5.0,-3.7,-6.5,-9.7,-0.5,9.4,4.5,-11.5
Cn1c(=O)[nH]c(=O)c2c1nc(N1CCCCC1)n2CC(O)CN1CCCCC1 (configuration not stated),-1.6,-2.4,-3.2,1.4,0.6,8.6,-1.6,-0.9
O=C(C1CCCN(S(=O)(=O)c2ccc([N+](=O)[O-])cc2)C1)N1CCCCC1 (configuration not stated),-1.7,18.4,-4.9,12.6,-6.6,5.5,6.0,1.1
COc1ccc(S(=O)(=O)NCCc2ccc(F)cc2)cc1,3.0,2.8,-3.9,2.9,6.3,10.0,2.9,0.7
O=C(O)CCC(=O)Nc1ccccc1C(=O)N1CCN(c2ccc(Cl)cc2)CC1,-3.5,18.8,16.9,11.9,1.8,2.0,3.6,2.1
CCCCn1c(-c2sccc2C)n[nH]c1=S,-4.1,-3.8,5.6,-5.6,-6.0,-0.7,-5.9,5.7
Cc1onc(-c2ccccc2)c1C1=N/C(=C\c2ccccc2F)C(=O)O1,5.6,5.6,-7.7,1.1,-0.5,0.3,6.6,-3.5
Cc1nc(N)nc(-c2ccccc2O)n1,6.3,-18.7,18.3,11.5,0.7,8.3,1.5,-6.6
COc1cccc(NC(=O)c2ccn(C)n2)c1,-4.5,-74.4,-65.3,-64.5,-19.2,-17.3,-2.3,-2.1
COc1ccc(CCNC(=O)COc2ncnc3cc([N+](=O)[O-])ccc23)cc1,-3.6,11.1,19.1,-2.5,-4.4,0.7,-3.1,-12.8
COc1ccc(Cn2c(N)c(S(=O)(=O)c3cccs3)c3nc4ccccc4nc32)cc1,-1.3,8.0,21.4,-14.1,0.0,7.5,0.6,-7.6
O=C(NCCN1CCOCC1)c1ccccc1[N+](=O)[O-],-6.0,8.1,14.8,-3.8,-6.8,8.0,0.5,-4.0
Cc1cc(C)n(-c2ccc(C(=O)N3CCN(S(=O)(=O)c4ccc(Cl)cc4)CC3)cc2)n1,-1.9,0.7,-8.0,-3.1,-11.7,1.5,-2.6,20.7
Cc1c2c(nc3nc4ccccc4n13)CC(C)(C)CC2=O,-12.8,3.5,-4.3,-0.3,-7.6,-7.9,-5.7,4.2
COc1ccccc1OC(C)C(=O)Nc1ccc(S(=O)(=O)Nc2nccs2)cc1 (configuration not stated),-2.7,14.6,12.2,-10.6,-3.1,2.0,-7.2,5.9
Cc1[nH]n(-c2ccc(Cl)cc2)c(=O)c1C=NC12CN3CN(CN(C3)C1)C2,-5.3,11.8,8.3,4.4,-4.8,4.4,-1.4,-5.1
CCOC(=O)C(=O)NNc1ccccc1C,-11.7,7.2,6.6,-8.1,2.3,7.7,5.1,-15.0
Cc1occc1C(=O)NNC(=O)NC12CC3CC(CC(C3)C1)C2,-5.1,1.1,8.7,-5.1,2.8,-0.3,0.4,2.9
CCN1C(=O)CC(N2CCC(C(=O)N3CCCCCC3)CC2)C1=O (configuration not stated),-4.1,0.7,20.7,5.7,4.5,-3.9,7.5,-17.1
COC(=O)c1ccc(Cl)c(-c2ccc(/C=N/NC(=O)Nc3ccccc3)o2)c1,-8.8,12.2,-5.6,-9.3,2.6,0.6,-1.4,19.1
COc1ccc(NC(=O)CN(C)C(=O)c2ccc(COc3ccccc3)o2)cc1,1.8,-7.1,-10.0,-0.7,-4.9,-1.7,11.0,4.0
Oc1c(C=Nc2cccc3cccnc23)sc2ccccc12,·,-0.9,-43.8,·,86.7*,-238.1,74.1*,20.0
NNC(=S)Nc1cccc(-c2n[nH]c(=S)o2)c1,-7.6,10.9,10.7,-0.8,19.1,-5.3,-1.0,-15.4
Cn1cnc([N+](=O)[O-])c1S(=O)(=O)c1cccc(Cl)c1,3.5,8.8,-9.3,-2.0,6.2,0.8,5.6,-13.0
Cc1ccc(OCC(=O)NCc2cccs2)c([N+](=O)[O-])n1,-4.9,-4.4,6.0,-4.2,7.6,1.5,-0.9,-20.1
O=C1c2cccnc2C(=O)N1Cc1ccc2c(c1)OCO2,-9.4,7.6,20.0,-15.7,-3.6,11.3,5.6,-12.9
Oc1c(N=NC(=S)Nc2ccccc2F)c2ccccc2n1Cc1ccc(Cl)cc1,-7.0,4.9,-13.4,7.1,1.6,-10.6,1.0,2.8

# (list continues)
SMILES,HKDC1 inhibitor,Jurkat NFkB inh,697 NFkB inh,Gli-Sufu antag,SENP8 inh,UBC13 inh,SENP7 inh,Apaf-1 inh
CC1CN(Cc2nc3ccccc3c(=O)[nH]2)CC(C)O1 (configuration not stated),11.0,-2.0,-8.2,5.0,0.9,-0.1,-1.1,-9.9
C/C(CC(=O)Nc1cccc(Cl)c1Cl)=N\NC(=O)c1ccccc1Br,-4.0,-3.9,12.3,-13.3,3.3,6.6,5.1,5.2
NS(=O)(=O)c1ccc(NCCCn2ccnc2)c([N+](=O)[O-])c1,-3.2,-8.2,4.8,-8.7,4.4,-9.4,-2.2,-11.5
COC(=O)c1cccc(NC(=O)CN2CCc3ccccc3C2)c1,-6.3,0.6,-1.6,2.7,10.4,2.6,3.9,1.7
Cc1ccc(O)c(N=Nc2ccc(S(=O)(=O)N3CCOCC3)cc2)c1,-2.2,2.6,-12.9,4.1,-7.3,-37.1,11.0,3.7
COCCCNC(=O)C[C@H]1C[C@H](C(=O)N2CCCCC2)[C@@]2(CCc3ccccc3)c3[nH]c4ccc(Cl)cc4c3CCN2C1=O,1.6,·,3.1,11.7,·,·,1.4,29.9
CCN(CC(=O)NCc1ccccn1)S(=O)(=O)c1ccc(OC)cc1,-1.9,-1.7,1.3,4.0,-5.4,-5.2,1.4,5.8

# Fetched by compound from above:
SMILES,HKDC1 inhibitor,Jurkat NFkB inh,697 NFkB inh,Gli-Sufu antag,SENP8 inh,UBC13 inh,SENP7 inh,Apaf-1 inh
CC1CN(Cc2nc3ccccc3c(=O)[nH]2)CC(C)O1 (configuration not stated),11.0,-2.0,-8.2,5.0,0.9,-0.1,-1.1,-9.9
COCCCNC(=O)C[C@H]1C[C@H](C(=O)N2CCCCC2)[C@@]2(CCc3ccccc3)c3[nH]c4ccc(Cl)cc4c3CCN2C1=O,1.6,·,3.1,11.7,·,·,1.4,29.9
C/C(CC(=O)Nc1cccc(Cl)c1Cl)=N\NC(=O)c1ccccc1Br,-4.0,-3.9,12.3,-13.3,3.3,6.6,5.1,5.2
NS(=O)(=O)c1ccc(NCCCn2ccnc2)c([N+](=O)[O-])c1,-3.2,-8.2,4.8,-8.7,4.4,-9.4,-2.2,-11.5
